TRHR PAM = qHTS for Small Molecule Agonists and Allosteric Enhancers of Human TRH Receptor: Primary Screen for Enhancers; enhancement, % at 2 µM; 360,000 compounds, 0.66% hits; TRHR cells, fluo-8 calcium fluorescence, EC20 TRH enhancement; Thyrotropin-releasing hormone receptor (Homo sapiens), P34981; AID 493056, 2011; in the data active = enhancement above about 30%; note: 0% is about no effect
Target sequence (P34981 whole entry, looked up): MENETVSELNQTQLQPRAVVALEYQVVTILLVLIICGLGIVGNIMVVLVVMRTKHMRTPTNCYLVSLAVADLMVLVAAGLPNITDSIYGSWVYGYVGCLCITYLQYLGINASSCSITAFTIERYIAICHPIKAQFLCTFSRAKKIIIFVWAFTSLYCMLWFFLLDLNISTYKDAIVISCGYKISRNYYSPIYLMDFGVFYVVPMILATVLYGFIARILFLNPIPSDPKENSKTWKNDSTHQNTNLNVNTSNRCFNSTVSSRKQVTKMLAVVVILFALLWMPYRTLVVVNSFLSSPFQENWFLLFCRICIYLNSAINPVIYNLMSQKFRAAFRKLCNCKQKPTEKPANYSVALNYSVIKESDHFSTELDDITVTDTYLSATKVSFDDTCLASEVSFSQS
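TRHR-expressing cells loaded with fluo-8 calcium dye were read kinetically (ex 480/em 530) during compound addition, then stimulated with an EC20 of TRH (10 nM final). Enhancement of the Gq-mediated intracellular calcium response was scored.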
D2 agonist = HTS Assay for Allosteric Agonists of the Human D2 Dopamine Receptor: Primary Screen for Agonists; 340,000 compounds, 0.53% hits; HEK293 T-REx D2 cells, calcium flux agonist mode; activation, % at 2 µM; D(2) dopamine receptor (Homo sapiens), P14416;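 active = activation over 3 SD above normal in the single-dose calcium agonist read, cut at about 30% in these data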; note: 0% is about no effect
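Tetracycline-induced HEK293 Trex cells with D2 receptor force-coupled to calcium signaling, plated overnight at 30 C and loaded with no-wash calcium dye. Calcium flux read kinetically for 180 s after compound addition; responses flag agonists.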
RXFP1 agonist = qHTS Assay for Agonists of the Relaxin Receptor RXFP1; Relaxin receptor 1 (Homo sapiens), Q9HBX9; HEK293T-RXFP1 cAMP TR-FRET, 30 min; response scale: percent of porcine relaxin response, buffer zero; Potency, µM (series often up to 57.5 µM), without a hit: at the highest dose activation, most hits filed as activators; 370,000 compounds, 0.3% hits; AID 2676, 2010; active = well fitted activation curve with a large enough effect; inconclusive = small, poorly fitted or top-dose-only effect; note: potency is the fitted concentration of half-maximal effect; % is set by controls: 0 for no effect and ±100 for the full control effect; nearly all actives have a fitted effect of over 60% in size; many of its hits are not listed in these tables
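HEK293 cells stably expressing RXFP1, treated 30 min at 37C with compounds plus PDE4 inhibitor Ro 20174; cAMP measured by HTRF TR-FRET. Normalized to buffer and 29 nM porcine relaxin; EC50 by Hill fit.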
D1 PAM = Potentiators of Human D1 Dopamine Receptor: qHTS. D(1A) dopamine receptor (Homo sapiens), P21728. potentiation, % at 10 µM. 360,000 compounds, 0.036% hits. HEK293 TREx D1 cells, calcium flux, dopamine EC20 potentiation; in the data active = potentiation above about 30%; note: 0% is about no effect
Target sequence (P21728 whole entry, looked up): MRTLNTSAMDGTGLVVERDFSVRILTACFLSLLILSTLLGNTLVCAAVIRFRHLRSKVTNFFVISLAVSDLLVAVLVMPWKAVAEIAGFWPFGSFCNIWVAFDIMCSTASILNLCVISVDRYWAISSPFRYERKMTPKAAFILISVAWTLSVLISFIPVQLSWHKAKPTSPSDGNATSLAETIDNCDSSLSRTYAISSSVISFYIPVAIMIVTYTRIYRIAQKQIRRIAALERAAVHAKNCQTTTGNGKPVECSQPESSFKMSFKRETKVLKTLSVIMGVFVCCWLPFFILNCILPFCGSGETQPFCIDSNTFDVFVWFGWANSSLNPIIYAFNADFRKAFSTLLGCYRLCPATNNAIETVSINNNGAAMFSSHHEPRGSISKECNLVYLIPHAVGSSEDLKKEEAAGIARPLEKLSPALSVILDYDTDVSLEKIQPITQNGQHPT
D2 potentiator = HTS Assay for Positive Allosteric Modulators of the Human D2 Dopamine Receptor: Primary Screen for Potentiators | potentiation, % at 10 µM | D(2) dopamine receptor (Homo sapiens), P14416 | 340,000 compounds, 0.34% hits | HEK293 T-REx D2, calcium flux, EC20 dopamine potentiation;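 active = potentiation over 3 SD above the plate norm, cut at about 30% in these data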; note: 0% is about no effect
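Using a no-wash calcium dye in inducible, force-coupled HEK293 Trex cells expressing D2, we tracked fluorescence each second for 180 s after compound, then for 180 s after EC20 dopamine to detect augmented signalling.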
D2 antag = HTS Assay for Allosteric Antagonists of the Human D2 Dopamine Receptor: Primary Screen for Antagonists; 340,000 compounds, 2% hits; inhibition, % at 10 µM; AID 485344, 2010; HEK293 TREx D2 cells, calcium flux, dopamine EC80; in the data active = inhibition above about 30%; note: 0% is about no effect
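Dopamine at EC80 is the agonist stimulus; test compounds precede it by 180 s. Calcium flux read kinetically in a force-coupled, inducible HEK293 T-REx D2 cell line.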
RXFP1 antag = qHTS Assay for Antagonists of the Relaxin Receptor RXFP1; Relaxin receptor 1 (Homo sapiens), Q9HBX9; HEK293-RXFP1, relaxin-stimulated cAMP HTRF, 30 min; hits give low values; activity change, negative = inhibition, % at 57.5 µM; 350,000 compounds, 0.59% hits;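 active = activity change of -60% or lower, but not beyond a set lower limit; inconclusive = change between -60% and -40%, or beyond the set limit; inactive = change above -40%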; note: % is set by controls: 0 for no effect and ±100 for the full control effect
D1 antag = Antagonist of Human D 1 Dopamine Receptor: qHTS; D(1A) dopamine receptor (Homo sapiens), P21728; HEK293 TREx D1 cells, calcium flux, dopamine EC80; hits give low values; activity change, negative = inhibition, % at 10 µM; 360,000 compounds, 3.2% hits; in the data active = activity change below about -30%; note: % is set by controls: 0 for no effect and ±100 for the full control effect
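Using tetracycline-induced force-coupled D1 Hek293 cells and a calcium dye, signals were followed for 180 s after compound, then for 180 s after EC80 dopamine, to detect inhibitors.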
D1 ag = Allosteric Agonists of the Human D1 Dopamine Receptor: qHTS. HEK293 T-REx D1 cells, calcium flux, agonist mode. activation, % at 2 µM. 360,000 compounds, 1% hits; in the data active = activation above about 30%; note: 0% is about no effect
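Tetracycline-induced HEK293 TREx D1 cells, force-coupled to calcium signalling, were dye-loaded with a no-wash calcium kit. Compound was pin-added after a 10 s baseline. Fluorescence was read kinetically at 1 cycle/s for 180 s, with calcium rises flagged as agonism.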
* hit, by the source's call; ? = inconclusive; · = not tested or not shown. Some of the compounds tested; the hit share may differ from the screen's.

Every second line gives: RXFP1 antag	D2 antag	D1 antag	D2 agonist	D1 ag	TRHR PAM	D1 PAM	RXFP1 agonist	D2 potentiator
(1) Cc1ccccc1C(=O)N1CCN(S(=O)(=O)c2ccccc2)CC1
→ 7	-2	12	0.5	1	-1	10	3.3%	14
(2) Cc1c(N2C(=O)C3C4C=CC(C4)C3C2=O)c(=O)n(-c2ccccc2)n1C (configuration not stated)
→ 3	-11	0	2.1	2	0	3	-5.0%	10
(3) O=C1Nc2ccccc2O/C1=C\c1c(F)cccc1Cl
→ 0	-10	-9	0.1	0	-2	-4	0.4%	1
(4) CCOC(=O)c1cc(-c2ccccc2)nn1Cc1ccccc1
→ ·	·	-10	0.8	8	0	-2	1.5%	19
(5) Cc1csc(NC(=O)c2cnc3ccccc3n2)n1
→ -8	-17	24	25	2	3	6	0.0%	19
(6) CC(=O)c1ccc(OCCCC(=O)N2CCN(S(=O)(=O)c3cccs3)CC2)cc1
→ -10	4	-8	0.6	4	-2	-2	2.7%	3
(7) Cc1ccc(NC(=O)c2ccc(CN3CC(=O)N4CCCCC4C3=O)cc2)cc1 (configuration not stated)
→ 1	·	-1	-0.6	-2	11	-3	4.1%	0
(8) CC1Oc2ccccc2N(CC(=O)NCCN2CCOCC2)C1=O (configuration not stated)
→ 9	6	-67*	0.3	3	1	-11	1.2%	·
(9) Cc1cc(O)ccc1Nc1nc2ccccc2nc1Nc1ccc(O)cc1C
→ -12	8	4	-0.3	2	-6	2	0.1%	3
(10) CCOc1cccc(/C=N/N2C(=O)CSC2=S)c1O
→ ?	-1	-28	2.0	4	21	-2	-2.1%	8
(11) CSC1=Nc2sc3c(c2C2=NCCN12)CCCC3
→ ·	11	20	0.0	2	16	-2	0.9%	-2
(12) c1ccc(SCCCCNC2CCCC2)cc1
→ -14	3	-10	-0.3	11	-5	-8	0.0%	-17
(13) O=c1[nH]c(N/N=C\c2ccc3c(c2)OCO3)nc2ccccc12
→ -4	-23	-7	1.7	1	-2	1	-3.3%	-5
(14) COc1ccc2c(c1)C(=O)N(c1ccccc1C)C(=O)C2(C)C
→ 7	-32	-8	-0.7	-3	1	4	1.5%	9
(15) COc1cccc(CNC(=O)CCC2CCCN(c3cc(C)nc(N)n3)C2)c1 (configuration not stated)
→ -6	11	12	19	0	5	-6	0.0%	-17
(16) CCN1CCN(C(=O)c2cc3c(s2)-c2ccccc2S(=O)(=O)C3)CC1
→ ·	45*	-8	0.3	-1	-3	-9	0.3%	-9
(17) O=c1c2cc(N3CCOCC3)ccc2[nH]c(=S)n1Cc1cccc(Cl)c1
→ 0	-8	-9	-0.1	2	12	-2	3.1%	0
(18) COc1cc(/C=N/N=C(N)N)ccc1OCc1ccccc1Cl
→ -1	4	48	-0.7	6	28	0	2.5%	16
(19) NC(=O)c1c(NC(=O)c2ccccc2)sc2c1CCN(Cc1ccccc1)C2
→ 3	6	-9	44*	216*	0	-10	1.2%	-7
(20) Cc1ccc(N=C2NC(=O)/C(=C/c3cccn3C)S2)cc1
→ -19	-11	-11	-0.4	5	-1	-4	0.0%	-18
(21) CC1c2cc3c(cc2CCN1S(=O)(=O)c1ccccc1)OCCCO3 (configuration not stated)
→ -13	8	-20	0.0	2	-5	-5	-0.8%	-2
(22) Cc1csc2c(=O)[nH]cnc12
→ 1	10	-9	0.7	4	3	3	3.4%	-8
(23) O=C(CCSCCC(=O)N1CCCC1)N1CCCC1
→ -5	-26	11	0.3	2	-5	-4	0.2%	-9
(24) CCC(=O)NC(NC(=S)Nc1cccc2cccnc12)C(Cl)(Cl)Cl (configuration not stated)
→ 1	4	-8	-0.4	4	0	16	0.2%	-7
(25) CN1C2CCC1CC(NC(=O)c1cc(Cl)cc3[nH]cnc13)C2 (configuration not stated)
→ -11	-2	5	1.2	2	28	-1	0.7%	-21
(26) Cc1ccc(C(=O)C2CCN(CC(=O)NC3CCCC3)CC2)cc1
→ -30	18	7	0.6	0	-1	-11	1.8%	·
(27) COc1cccc(NC(=O)c2ccc3c(c2)OCO3)c1
→ 3	-3	7	0.4	1	-3	3	-0.1%	3
(28) Cc1cccc(NC(=S)N(CCN(C)C)Cc2cc3cc(C)ccc3[nH]c2=O)c1
→ -18	·	-21	·	7	0	-4	2.6%	·
(29) C=C(CO)C1Cc2cc(C(C)=O)ccc2O1 (configuration not stated)
→ 18	-1	-7	-1.3	1	5	-6	0.0%	-3
(30) Cc1ccc2cc(CCNC(=O)c3ccco3)c(=O)[nH]c2c1
→ 1	-14	13	-1.5	9	-2	-4	0.5%	-2
(31) Cc1ccc(/C=N\NC(=O)CC(=O)NCCc2ccccc2)cc1
→ -7	27	13	-0.7	3	6	-5	1.3%	-6
(32) Oc1ccc(Nc2nc(-c3ccc(O)cc3)cs2)cc1
→ -35	-26	-32*	2.0	41*	3	-9	-2.2%	·
(33) Cc1onc(-c2ccccc2)c1C(=O)NNC(=S)NC(=O)c1ccc2c(c1)OCO2
→ -24	1	2	13	29	-2	-2	-0.8%	9
(34) O=C(Nc1ccccc1)C(O)C(O)C(=O)Nc1ccccc1 (configuration not stated)
→ ·	-1	20	-0.6	7	-4	1	-0.5%	-11
(35) O=S(=O)(NCc1ccc(F)cc1)c1ccc(-n2cnnn2)cc1
→ 19	13	17	0.2	-1	11	-1	-0.1%	3
(36) Cc1ccc(CCNC(=O)c2ccc(NC(=O)N3CCSc4ccccc43)cc2)cc1
→ -13	·	-18	-0.4	1	8	-2	2.2%	6
(37) Cc1ccc(Cc2c(C)nc3nc(SCC(=O)NCCN4CCOCC4)nn3c2C)cc1
→ -4	-7	-5	-0.6	2	3	9	0.2%	0
(38) CCN(CC)S(=O)(=O)c1cc(NC(=O)CSc2nnc(N)s2)ccc1C
→ 3	-8	5	-0.3	0	-4	1	-1.5%	15
(39) CSC1=NCCN1S(=O)(=O)c1ccccc1
→ 3	-1	15	-0.3	-2	4	-2	4.3%	0
(40) Cn1c(C(=O)NCc2ccc(F)cc2)cc2cc(S(=O)(=O)N3CCCCC3)ccc21
→ -10	·	4	7.9	5	-5	-4	2.4%	-5

5 of the entries above in order of the RXFP1 antag value, rising:
| no. | smiles | RXFP1 antag | D2 antag | D1 antag | D1 ag | TRHR PAM | D1 PAM | D2 potentiator |
| --- | --- | --- | --- | --- | --- | --- | --- | --- |
| 28 | Cc1cccc(NC(=S)N(CCN(C)C)Cc2cc3cc(C)ccc3[nH]c2=O)c1 | -18 | · | -21 | 7 | 0 | -4 | · |
| 40 | Cn1c(C(=O)NCc2ccc(F)cc2)cc2cc(S(=O)(=O)N3CCCCC3)ccc21 | -10 | · | 4 | 5 | -5 | -4 | -5 |
| 31 | Cc1ccc(/C=N\NC(=O)CC(=O)NCCc2ccccc2)cc1 | -7 | 27 | 13 | 3 | 6 | -5 | -6 |
| 24 | CCC(=O)NC(NC(=S)Nc1cccc2cccnc12)C(Cl)(Cl)Cl (configuration not stated) | 1 | 4 | -8 | 4 | 0 | 16 | -7 |
| 38 | CCN(CC)S(=O)(=O)c1cc(NC(=O)CSc2nnc(N)s2)ccc1C | 3 | -8 | 5 | 0 | -4 | 1 | 15 |

A second format for some results above.
25: CN1C2CCC1CC(NC(=O)c1cc(Cl)cc3[nH]cnc13)C2 (configuration not stated)
26: Cc1ccc(C(=O)C2CCN(CC(=O)NC3CCCC3)CC2)cc1

| assay / compound | 25 | 26 |
| --- | --- | --- |
| RXFP1 antag | -11 | -30 |
| D2 antag | -2 | 18 |
| D1 antag | 5 | 7 |
| D2 agonist | 1.2 | 0.6 |
| D1 ag | 2 | 0 |
| TRHR PAM | 28 | -1 |
| D1 PAM | -1 | -11 |
| RXFP1 agonist | 0.7% | 1.8% |
| D2 potentiator | -21 | · |

More structures:
Every second line gives: RXFP1 antag	D2 antag	D1 antag	D2 agonist	D1 ag	TRHR PAM	D1 PAM	RXFP1 agonist	D2 potentiator
(41) COc1ccc(-c2cc(C(=O)NC(C(=O)O)C(C)C)c(C)o2)cc1OC (configuration not stated)
→ -12	-3	-20	0.1	7	2	-3	1.1%	0
(42) COc1ccc(C(CNCC(O)COc2c(C)ccc(C)c2C)N(C)C)cc1 (configuration not stated)
→ 1	-1	1	1.5	5	1	-4	0.7%	4
(43) CCc1ccc(C(=O)CN2C(=O)NC3(CCOc4ccccc43)C2=O)s1 (configuration not stated)
→ 0	-26	-12	-0.2	5	6	·	3.5%	-4
(44) O=c1c(-c2ccccc2)c1-c1ccccc1
→ -36	3	-4	0.5	-1	4	0	1.1%	15
(45) CCCCc1ccc(NC(=O)COc2ccc(C(=O)Nc3ccccc3C)cc2)cc1
→ ·	1	-13	0.4	2	3	-8	-0.2%	5
(46) O=C(N/N=C/c1ccc2c(c1)OCO2)c1ccc2c(c1)OCCO2
→ 13	-14	-12	0.6	4	-4	-3	2.1%	0
(47) Cc1nc(NC(=O)CSc2nnc(C3CC3)n2C)sc1C
→ 0	6	-12	-1.9	8	-3	·	3.1%	0
(48) Cc1c(CCC(=O)O)c(=O)oc2c(C)c(OCc3ccccc3Cl)ccc12
→ 8	18	-15	-0.4	2	-4	1	2.5%	4
(49) COc1ccc2c(C)c(CC(=O)NCCc3ccc(Cl)cc3)c(=O)oc2c1C
→ -4	·	6	-1.2	0	4	2	3.9%	-1
(50) O=C(NCc1ccccn1)c1cc(-c2ccc(Br)cc2)nc2ccccc12
→ 2	-9	-18	-0.2	4	-3	-3	8.8%	-5
(51) CCOc1ncccc1-c1nc(-c2cccs2)no1
→ -4	-12	4	-0.2	0	-4	3	-1.8%	10
(52) Cc1c(/C(O)=C2\C(=O)C(=O)N(CCN(C)C)C2c2cccnc2)cnn1-c1ccccc1 (configuration not stated)
→ -2	·	-4	·	5	4	3	0.3%	-3

Down the list, as entered above:
Entries 45–51 in D1 ag, in turn: 2, 4, 8, 2, 0, 4, 0
Entries 45–51 in RXFP1 agonist, in turn: -0.2%, 2.1%, 3.1%, 2.5%, 3.9%, 8.8%, -1.8%
Entries 45–51 in TRHR PAM, in turn: 3, -4, -3, -4, 4, -3, -4

Screens as filed in PubChem.
